Screening results (PubChem)
TGFb inhibitor: qHTS for Inhibitors of TGF-b; hit rate 1.2% among 410,000; Potency, µM (series often up to 46.1 µM), without a hit: top-dose activity, negative = inhibition, usual class: inhibitors; HepG2 CAGA-GFP TGF-b/SMAD3 reporter, GFP fluorescence, 18 h; TGF-beta stimulated, 500 pg/mL final; also: potency is read from the fitted curve at half-maximal effect; % is scaled to controls: 0 for no effect and ±100 for the full control effect; nearly all actives have a fitted effect of over 65% in size
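HEPG2 CAGA-GFP, 1000 cells/well; 2 h settle, 37 C; cpd via pin tool; TGF-b 500 pg/mL final; 18 h, 37 C; GFP imaging ex488/em500-530; %Activity normalised to -TGF-b and +DMSO controls; CRC fit, curve class.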
A549 tox: Nrf2 qHTS screen for inhibitors: counterscreen for cytotoxicity. A549 ARE-Fluc cells, CellTiter-Fluor viability, 18-24 h. Potency, µM (titrated, usually from 46 µM), inactives show at the top dose activity change, negative = cytotoxicity, most hits filed as inhibitors. hit rate 0.16% among 390,000. AID 504648, 2011; also: potency is read from the fitted curve at half-maximal effect; % is scaled to controls: 0 for no effect and ±100 for the full control effect
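A549 ARE-Fluc cells in 5% FBS OPTI-MEM, 5000 cells/well, rested 2 h then exposed to compounds in concentration-response for 18-24 h at 37 °C. Viability by CellTiter-Fluor fluorescence (Ex 405/Em 525) after 30 min; luciferase luminescence (BugLite, 15 min, RT) read afterwards.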
MmCpn inh: Inhibitors of TCP-1 ring complex (TRiC) of Methanococcus maripaludis (MmCpn): qHTS; purified Mm-Cpn ATPase, ADP Transcreener TR-FRET; hit rate 0.031% among 330,000; Potency, µM (series often up to 76.9 µM), for the others: top-dose activity, negative = inhibition, most hits filed as inhibitors; AID 504842, 2011; also: potency is read from the fitted curve at half-maximal effect; % is scaled to controls: 0 for no effect and ±100 for the full control effect; nearly all actives have a fitted effect of over 80% in size
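Purified archaeal Mm-CPN (25nM final) preincubated 10 min at 37degC with compound, then 10uM ATP for 30 min at 37degC; ADP measured by HTRF Transcreener TR-FRET; buffer 30 mM TRIS pH 7.4, 100mM KCl, 5mM MgCl2, 1mM DTT.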
Nrf2 block: Nrf2 qHTS screen for inhibitors; A549 ARE-Fluc reporter, luciferase luminescence, 18-24 h; Potency, µM (top dose mostly 46 µM), without a hit: top-dose activity change, negative = inhibition, actives largely listed as inhibitors; hit rate 2.1% among 360,000; also: potency is read from the fitted curve at half-maximal effect; % is scaled to controls: 0 for no effect and ±100 for the full control effect; nearly all actives have a fitted effect of over 60% in size
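Nrf2 function is reported as luminescence of an ARE-controlled luciferase in A549 cells. Compounds were tested at several concentrations, and a CellTiter-Fluor read on the same wells flagged cytotoxicity.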
S2 tox: Viability Counterscreen for Primary qHTS for Inhibitors of ATXN expression; Potency, µM (doses to about 56.7 µM), hits mostly cytotoxic; S2 cells (HEK-293 line with an ATXN2-luciferase reporter) viability, CellTiter-Fluor protease fluorescence, 24 h; hit rate 0.49% among 400,000; AID 651635, 2014; also: potency is read from the fitted curve at half-maximal effect; nearly all actives have a fitted effect of over 40% in size
HepG2 viability: qHTS for Inhibitors of TGF-b: Cytotox Counterscreen | Potency, µM (titrated, usually from 46.1 µM), for inactives: top-dose activity change, negative = cytotoxicity, actives largely listed as cytotoxic | hit rate 0.76% among 410,000 | AID 588856, 2011 | HepG2 CAGA-GFP viability, ATP luminescence, 18 h; also: potency is read from the fitted curve at half-maximal effect; some results filed as inactive show a strong effect at the top dose
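CellTiter-Glo luminescence gave cytotoxicity after 18 hours at 37 degrees C. The cells were HepG2 CAGA-GFP in 1% FBS DMEM, stimulated with 500 pg/mL TGF-beta after compound addition. %Activity was normalised to no-cell wells (complete cell-killing) and DMSO (no toxicity), and curves were fitted and classified.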
Nrf2 activator: qHTS of Nrf2 Activators. AREc32 ARE-luciferase reporter (MCF7-derived line), luminescence, 24 h. AID 624171, 2012. hit rate 0.31% among 410,000. Potency, µM (doses to about 46.1 µM), without a hit: top-dose activation, actives largely listed as activators; also: potency is read from the fitted curve at half-maximal effect; % of control where 0% means no effect; nearly all actives have a fitted effect of over 65% in size
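Reporter line AREc32 (ARE-Fluc), seeded overnight in OPTI-MEM with 5% FBS; compound pin-transferred, 24 hr at 37 deg C, 5% CO2; luminescent read-out.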
CCT modulator: High-Throughput Screening for Modulators of Cytosolic Chaperonin Activity; AID 651819, 2012; activity change, % (no concentration beside the values), hits read low; hit rate 0.3% among 360,000; purified chaperonin ATPase assay, HTRF ADP detection, 30 min; in the data active = activity change below about -30%; also: % is scaled to controls: 0 for no effect and ±100 for the full control effect
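Enzyme 40 or 20 nM (batch-dependent) in Tris pH 7.4/KCl/MgCl2/DTT; cpd 76 uM single point; ATP 10 uM; 30 min 37 °C; Transcreener ADP HTRF detection, 30 min RT; ratio 665/615.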
Akt phos inh: HTS Assay for Inhibitors of Akt Phophorylation: Primary Screen; Neuro2A IGF-stimulated pAkt S473 HTRF, 20 min; stronger effect = lower value; activity change, % for hits at 50 µM; hit rate 0.32% among 360,000; in the data active = activity change below about -80%; inconclusive = mostly about -51% to -80%; also: % is scaled to controls: 0 for no effect and ±100 for the full control effect
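Single-point screen (50 µM final compound) in Neuro2A cells stimulated 20 min with 6 nM IGF at 37 deg C. After lysis, Ser473-phosphorylated Akt read by HTRF (ex 330 nm, em 615/665 nm) as the 665/615 ratio.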
* = called active by the depositor; i = inactive; ? = inconclusive; . = not tested or not shown; [ ] = dose if it differs, or a comment. Unless noted, calls follow the shape of the dose curve; as a rule, active = well fitted curve in the direction sought with a large enough effect; inconclusive = small, poorly fitted or top-dose-only effect, or another doubt; inactive = no such curve, though single readings can be large; an effect the other way counts as inactive or inconclusive. Rows are unselected. Share with any hit: about 4.4%.

Each structure is followed by: TGFb inhibitor | A549 tox | MmCpn inh | Nrf2 block | S2 tox | HepG2 viability | Nrf2 activator | CCT modulator | Akt phos inh
- CCN(CC(=O)NCc1cccs1)C(=O)c1ccc(NS(=O)(=O)c2ccc(C(C)=O)cc2)cc1
  0% | -4% | -4% | -2% | ? | 5% | -0.4% | -3.7 | i
- CCCCc1ccc(NC(=S)Nc2ccc(Cl)c(S(=O)(=O)N(C)C)c2)cc1
  -32% | 15% | -2% | -5% | i | -30% | 0.0% | -1.8 | i
- COc1cccc(CNC(=O)N2CCc3c(sc4c3CCCC4)C2c2ccc(F)cc2)c1 (stereo unspecified)
  -5% | 13% | . | . | i | -18% | 6.3% | . | .
- Cc1cccc(S(=O)(=O)N(C)C[C@@H]2OCc3cn(nn3)CCCC(=O)N([C@H](C)CO)C[C@H]2C)c1
  ? | . | . | . | i | -69% | -0.2% | -2.8 | i
- C[C@H](CO)N1C[C@H](C)[C@H](CN(C)Cc2ccccc2)Oc2c(NC(=O)Nc3ccc(F)cc3)cccc2C1=O
  ? | -5% | 0% | ? | ? | -29% | 0.7% | -1.2 | i
- CN(CCc1ccccc1)C(=O)c1ccc(NC(=O)Cc2ccc(NC(=O)C3CCCN(C(=O)C4CC4)C3)cc2)cc1 (stereo unspecified)
  2% | -4% | . | ? | i | 6% | 3.6% | -0.9 | i
- C=CCNC(=O)c1ccccc1NC(=O)c1cccc2ccccc12
  -23% | 2% | 2% | ? | i | -10% | 2.3% | -0.6 | i
- CCOC(=O)[C@]12CCCC=C1N(Cc1ccc3c(c1)OCO3)C(=O)[C@H](CC(=O)N1CCN(C(=O)C3CC3)CC1)C2
  . | . | . | . | ? | . | -1.0% | 1.2 | i
- C#CCOCCOCCOCCNc1nc(N2CCN(C(=O)[C@H](CCCN=C(N)N)n3cc(C(N)[C@H](C)CC)nn3)CC2)nc(N2CCN(C(=O)[C@H](CCCN=C(N)N)n3cc(C(N)[C@@H](C)CC)nn3)CC2)n1 (stereo partly specified)
  -7% | -1% | -2% | 8% | i | -1% | 2.9% | -0.1 | i
- Cc1cc(Cl)ccc1C(O)c1ncc(-c2cccc(F)c2)[nH]1 (stereo unspecified)
  -20% | . | . | . | i | -24% | 0.8% | 0.6 | i

Next part, overlapping the part above by 3 compounds.
Each structure is followed by: TGFb inhibitor | A549 tox | MmCpn inh | Nrf2 block | S2 tox | HepG2 viability | Nrf2 activator | CCT modulator | Akt phos inh
- CCOC(=O)[C@]12CCCC=C1N(Cc1ccc3c(c1)OCO3)C(=O)[C@H](CC(=O)N1CCN(C(=O)C3CC3)CC1)C2
  . | . | . | . | ? | . | -1.0% | 1.2 | i
- C#CCOCCOCCOCCNc1nc(N2CCN(C(=O)[C@H](CCCN=C(N)N)n3cc(C(N)[C@H](C)CC)nn3)CC2)nc(N2CCN(C(=O)[C@H](CCCN=C(N)N)n3cc(C(N)[C@@H](C)CC)nn3)CC2)n1 (stereo partly specified)
  -7% | -1% | -2% | 8% | i | -1% | 2.9% | -0.1 | i
- Cc1cc(Cl)ccc1C(O)c1ncc(-c2cccc(F)c2)[nH]1 (stereo unspecified)
  -20% | . | . | . | i | -24% | 0.8% | 0.6 | i
- N[C@@H](Cc1ccc(O)cc1)C(=O)Nc1ccc2ccccc2c1
  2% | 1% | -3% | 16% | i | -34% | 0.6% | -1.4 | i
- CC1(CCc2ccccc2)NC(=S)N(c2ccccc2)N1 (stereo unspecified)
  -2% | 10% | 3% | 9% | i | -7% | 2.6% | 0.2 | i
- CCc1ccc(-c2ccc3nnc(SCC(N)=O)n3n2)cc1
  34%[activator] | -2% | 0% | 5% | ? | -38% | 0.4% | 1.4 | i
- COc1cccc(C2CC(c3ccc(Cl)cc3Cl)n3nc(N)nc3N2)c1 (stereo unspecified)
  -3% | 3% | 2% | -3% | i | -14% | 0.5% | 0.2 | i
- Cc1cccc(C)c1N1C(=O)CC(N2CCN(S(=O)(=O)c3ccccc3F)CC2)C1=O (stereo unspecified)
  10% | -1% | 1% | ? | i | -23% | -0.3% | 1.4 | i
- Cc1nc(=S)n(-c2ccccc2)[nH]1
  6% | -7% | -1% | ? | i | -1% | -0.2% | -4.0 | i
- CCCCCCCNC(=O)C1(CC2CC(c3ccc(Cl)cc3)=NO2)CCN(C(=O)c2cc(OCC)c(OCC)c(OCC)c2)CC1 (stereo unspecified)
  -17% | -7% | 2% | 7% | i | -13% | -0.6% | 0.8 | i
- O=c1[nH]c(/C=C/c2ccccc2)c([N+](=O)[O-])c(=O)[nH]1
  1% | -7% | -2% | -8% | i | 6% | ? | -24 | i
- CCN(CC)S(=O)(=O)c1ccc2c(c1)N(CC(=O)Nc1cccc(C(C)=O)c1)C(=O)CO2
  . | -19% | . | -3% | . | -9% | 0.1% | . | .
- CC1=C(C(=O)NCc2ccccc2C)C2(CCCCCC2)OC1=O
  ? | 13% | . | ? | . | -12% | 4.8% | . | .

More compounds follow.
Each structure is followed by: TGFb inhibitor | A549 tox | MmCpn inh | Nrf2 block | S2 tox | HepG2 viability | Nrf2 activator | CCT modulator | Akt phos inh
- O=C(C[C@@H]1C/C=C/CC[C@@H](Cc2ccc(F)cc2)C(=O)O[C@H](c2ccccc2)CNC1=O)NCCO
  11% | -10% | 2% | -1% | ? | 3% | -1.0% | 0.4 | i
- COc1ccccc1OC(C)C(=O)Nc1cccc(-c2nc3ccccc3s2)c1 (stereo unspecified)
  -9% | 1% | . | 11% | i | -8% | 10% | . | .
- CCC1(C)CC(c2nc(-c3ccc(OC)cc3)cs2)CCS1 (stereo unspecified)
  -64% | ? | 0% | 7% | i | -11% | -0.1% | -2.2 | i
- COc1ccc(CCN2CC(C(=O)NCCc3cnn(C)c3)CCC2=O)cc1 (stereo unspecified)
  -2% | 0% | -2% | -3% | i | -1% | -0.4% | 1.3 | i
- Cc1nc(-c2ccccc2O)n(S(=O)(=O)N(C)C)n1
  2% | 6% | 1% | 25% | i | -15% | 0.2% | 1.3 | i
- CC(C)(C)C1CCC(OC(=O)CCC(=O)Nc2ccccc2)CC1 (stereo unspecified)
  ? | 2% | 1% | 9% | ? | -26% | 0.1% | -0.8 | i
- CCC(C)[C@H](NC(=O)NC1CC1)C(=O)O (stereo partly specified)
  -27% | 0% | 0% | 6% | i | -17% | -1.0% | -2.5 | i
- COc1ccccc1C(CNC(=O)c1ccc(NS(=O)(=O)c2ccc(C(C)=O)cc2)cc1)N1CCCC1 (stereo unspecified)
  3% | 5% | . | 13% | i | -35% | 2.2% | 2.5 | i
- COc1ccc(NC(=O)CSc2nccc(C)n2)cc1
  6% | 1% | -2% | . | i | -1% | 0.7% | 1.6 | i
- COc1ccc(-c2ccc(OC(=O)NC3CCS(=O)(=O)C3)cc2)cc1 (stereo unspecified)
  -2% | -16% | 0% | -27% | i | -7% | 7.8% | 0.2 | i

Remaining list, next part
Each structure is followed by: TGFb inhibitor | A549 tox | MmCpn inh | Nrf2 block | S2 tox | HepG2 viability | Nrf2 activator | CCT modulator | Akt phos inh
- Cc1cccc(-c2nnc(SCC3CNC(=O)O3)n2-c2ccc(Cl)cc2)c1 (stereo unspecified)
  3% | -4% | -15% | 8% | ? | 2% | 0.0% | 0.5 | i
- COc1ccc(C(C(C(=O)c2ccco2)N2CCOCC2)N2CCOCC2)cc1 (stereo unspecified)
  -4% | -11% | 0% | 8% | i | -2% | 3.0% | -2.7 | i
- CC(=O)c1cccc(NC(=O)CN(Cc2ccccc2)S(C)(=O)=O)c1
  0% | -6%[1.84 µM] | -1% | 3% | i | -11% | -0.3% | -3.6 | i
- CC(=O)Nc1ccc(S(=O)(=O)NCCC(=O)OC(C)C(=O)c2ccc(C)cc2)cc1 (stereo unspecified)
  6% | -1% | 1% | -19% | i | 3% | -0.6% | 0.9 | i
- COC(=O)c1sc(N)c(C(=O)OC)c1COC(=O)C1CC(=O)N(Cc2ccco2)C1 (stereo unspecified)
  -3% | -6% | -8% | 8% | i | 0% | 8.5% | 0.2 | i
- O=C(c1cccc(F)c1)N1CCN(S(=O)(=O)Cc2ccccc2)CC1
  6% | -1% | -3% | -20% | i | 3% | -0.6% | 0.4 | i
- CC(C)CCN(C(=O)Cc1ccccc1F)c1c(N)n(Cc2ccccc2)c(=O)[nH]c1=O
  3% | 7% | -3% | -9% | i | -3% | -0.4% | -0.4 | i
- COc1ccccc1NC(=S)NC1CCCCCCCCCCC1
  ? | 13% | -1% | ? | i | -37% | -1.7% | -0.2 | i
- Cn1c(=O)cc(OCC(=O)NCCC2=CCCCC2)c2ccccc21
  1% | 6% | -2% | -9% | i | -7% | -0.2% | -0.1 | i
- COc1ccc(OCc2nnc3n2N=C(c2ccc(C)cc2)CS3)cc1
  5% | -4% | -2% | -13% | i | -33% | 0.4% | -0.8 | i

(more compounds)
Each structure is followed by: TGFb inhibitor | A549 tox | MmCpn inh | Nrf2 block | S2 tox | HepG2 viability | Nrf2 activator | CCT modulator | Akt phos inh
- Cc1ccc(C(=O)NCC(=O)OCC(=O)NCCc2ccccc2)s1
  12% | -1% | 4% | 8% | i | 6% | 0.3% | -1.7 | i
- CCOC(=O)c1cc2occc2n1Cc1ccc(F)cc1
  2% | 2% | . | 4% | i | -19% | -0.5% | 0.5 | i
- O=[N+]([O-])c1ccccc1/C=C/C=N/n1c(-c2ccc(Cl)cc2)n[nH]c1=S
  -3% | -7% | 2% | 16% | i | 3% | 20% | 0.2 | i
- O=C(NC1CCCCC1)c1ccc(COc2ccccc2)o1
  3% | -1% | 0% | -23% | i | -1% | 0.1% | 1.4 | i
